# V1R ag counter: V1a receptor agonism, counter-screen for OXTR agonists; P37288; CHO-V1R cells, Fluo-8 calcium fluorescence, agonist mode; 0% DMSO, 100% 3 nM vasopressin; activation, % at 3 µM; hit rate 0.25% among 320,000; AID 2797;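 active = activation above the mean activation of all tested compounds plus 3 SD, per screening run, cut at about 20% in these data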;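 also: signal is peak over basal fluorescence ratio across a 100 second FLIPR read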
# Target sequence (P37288 whole entry, looked up): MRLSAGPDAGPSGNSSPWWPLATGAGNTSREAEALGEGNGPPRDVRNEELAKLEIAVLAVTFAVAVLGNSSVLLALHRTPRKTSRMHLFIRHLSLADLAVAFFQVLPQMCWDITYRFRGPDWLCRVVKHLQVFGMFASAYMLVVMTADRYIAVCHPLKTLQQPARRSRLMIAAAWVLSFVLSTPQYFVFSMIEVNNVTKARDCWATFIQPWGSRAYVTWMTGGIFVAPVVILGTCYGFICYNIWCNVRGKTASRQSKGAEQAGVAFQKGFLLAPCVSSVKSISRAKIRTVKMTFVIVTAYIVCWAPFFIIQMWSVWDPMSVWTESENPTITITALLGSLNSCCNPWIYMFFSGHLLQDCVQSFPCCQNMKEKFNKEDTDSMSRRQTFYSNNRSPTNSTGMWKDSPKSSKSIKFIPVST
# NALP1 yeast inh: blocks the NALP1 inflammasome reconstituted in yeast | S. cerevisiae NALP1/ASC/caspase-1 growth, X-gal OD620, 72 h | hit rate 0.61% among 280,000 | inhibition, % at 10 µM; in the data active = inhibition mostly above about 24%, no sharp cut-off; inactive = mostly below about 32%; also: some compounds called inactive have numbers as strong as hits
# GalR3 antag: antagonists of human GalR3; O60755; HEK293 GalR3-CNG cAMP membrane potential fluorescence; galR3 body fused to GalR1 C-terminus; inhibition, % at 3 µM; hit rate 0.44% among 360,000; AID 651719;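 active = inhibition above the screen-wide average plus 3 SD, cut at about 13% in these data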;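 also: forskolin and galanin both at EC90 stimulate the cells; cAMP rise reported by CNG channel membrane potential dye signal; 0% = forskolin plus galanin with DMSO and 100% = forskolin alone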
# OXTR ag: agonists of human oxytocin receptor. CHO-OTR cells, Fluo-8 calcium fluorescence; normalized: DMSO 0%, oxytocin 100%. P30559. activation, % at 3 µM. hit rate 0.32% among 320,000;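 active = activation above the mean of all tested compounds plus 3 SD, cutoff set per screening run, cut at about 20% in these data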;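 also: peak over basal fluorescence ratio from a 100 s FLIPR kinetic read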
# Target sequence (P30559 whole entry, looked up): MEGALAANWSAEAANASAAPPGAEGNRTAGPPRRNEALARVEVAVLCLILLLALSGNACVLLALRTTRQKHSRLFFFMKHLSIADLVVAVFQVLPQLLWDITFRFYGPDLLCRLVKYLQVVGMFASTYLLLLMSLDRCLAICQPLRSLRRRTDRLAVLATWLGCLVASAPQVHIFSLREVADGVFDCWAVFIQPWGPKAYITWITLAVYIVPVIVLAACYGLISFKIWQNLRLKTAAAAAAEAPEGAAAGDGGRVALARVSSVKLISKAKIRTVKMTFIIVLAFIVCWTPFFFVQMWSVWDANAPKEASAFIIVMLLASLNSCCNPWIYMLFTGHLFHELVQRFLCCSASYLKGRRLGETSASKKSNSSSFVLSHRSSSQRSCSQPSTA
# MEKK2mut PB1 HTS: signal of MEK5 binding to mutant human MEKK2 PB1 domain. bead flow cytometry, Alexa488-MEK5 binding to MEKK2 mutant. hit rate 0.35% among 290,000. percent response, % at 10 µM; in the data active = percent response above about 24%, passing the limit was not always enough; also: inactives centre near 1; some results filed as inactive read as strong as hits; reference of the scale not given here
# MEKK2wt PB1 HTS: raises or lowers MEK5 binding to wildtype human MEKK2 PB1 domain; bead flow cytometry, Alexa488-MEK5 binding to MEKK2 WT; actives lie on both sides; binding response (% of control), % at 10 µM; hit rate 1.1% among 290,000; AID 1531; in the data active = binding response below about 67% or above about 130%
# MEKK3 PB1 HTS: modulators (inhibitors or enhancers) of MEK5 binding to human MEKK3 PB1 domain. bead-based flow cytometry, Alexa488-MEK5 binding to MEKK3; actives lie on both sides; 0 = blocked by unlabeled MEK5, 100 = vehicle. binding response (% of control), % at 10 µM. Q99759. hit rate 1.4% among 290,000;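 active = binding response more than 3 SD above or below the average of its plate-row segment, actives on both sides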;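 also: Alexa488 bead fluorescence after subtracting the streptavidin-only scavenger bead signal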
# PHOSPHO1 block: PHOSPHO1 (human) inhibition; hit rate 1.1% among 290,000; recombinant PHOSPHO1, absorbance phosphatase assay; AID 1565; inhibition, % at 13.3 µM; Q8TCT1; in the data active = inhibition above about 60%
# Target sequence (Q8TCT1 whole entry, looked up): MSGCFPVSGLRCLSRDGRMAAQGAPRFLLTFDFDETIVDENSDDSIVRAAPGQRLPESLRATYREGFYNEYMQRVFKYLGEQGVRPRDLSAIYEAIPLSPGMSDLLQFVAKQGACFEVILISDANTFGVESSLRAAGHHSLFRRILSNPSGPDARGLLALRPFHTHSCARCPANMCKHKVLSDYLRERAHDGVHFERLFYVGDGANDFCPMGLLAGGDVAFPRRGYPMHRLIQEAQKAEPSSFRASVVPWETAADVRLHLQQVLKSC
# GPR7 antagonist: human neuropeptides B/W receptor 1 antagonism | P48145 | GPR7-expressing cells, fluorescence antagonist assay | inhibition, % at 4.4 µM | hit rate 1.1% among 290,000 | AID 1861; in the data active = inhibition above about 16%, passing the limit was not always enough;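 also: cells stimulated with the agonist NPW; 0% = agonist with vehicle and 100% = vehicle without agonist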
# Numbers without * were called inactive; x = not tested or not shown. This is a random part of the collection; about 5.4% have a hit in one of these screens.
SMILES,V1R ag counter,NALP1 yeast inh,GalR3 antag,OXTR ag,MEKK2mut PB1 HTS,MEKK2wt PB1 HTS,MEKK3 PB1 HTS,PHOSPHO1 block,GPR7 antagonist
COC(=O)Cn1cnc2scc(-c3ccc(C)c(C)c3)c2c1=O,0.2,29,4,-0.6,11,112,105,45,-3
Cc1cc(OC(C)C(=O)NCCCN2CCOCC2)c2c(C)c(C)c(=O)oc2c1 (configuration not stated),-0.6,29,5,-0.2,1,109,102,18,-14
COc1ccc(S(=O)(=O)N2CCCN(CC(=O)C(C)(C)C)CC2)cc1,-0.6,6,2,0.1,x,x,x,7,4
CCOC(=O)c1cc2c(ccn2-c2ccc(F)cc2)n1CC(=O)N1CCN(C(=O)c2ccco2)CC1,0.9,10,-7,-1.3,2,106,103,-12,-3
COc1ccccc1NS(=O)(=O)c1ccc(N/N=C(\C)C(C)C)c([N+](=O)[O-])c1,2.9,26,33*,2.5,20,127,105,-2,-13
COc1cc(C2N(C)C(=O)c3ccccc3N2C)ccc1O (configuration not stated),1.0,0,6,0.9,9,105,104,30,-2
CSc1ccccc1NC(=O)CSc1nnnn1-c1ccccc1SC,0.4,1,-4,-0.4,2,103,99,1,-8
N#CC1(Cc2ccc([N+](=O)[O-])cc2)c2ccccc2C=CN1C(=O)c1ccccc1 (configuration not stated),-0.3,4,2,0.0,-5,94,101,14,4
COc1ccc(-n2c(COc3ccccc3)nnc2SCc2ccc(C#N)cc2)cc1,0.3,-2,-6,0.4,-1,94,100,7,-4
Cc1cc(OCC(=O)Nc2ccccn2)c2c(C)cc(=O)oc2c1,0.3,16,-3,0.3,2,102,105,47,-3
COc1ccc2nc(SCC(=O)C(C)(C)C)[nH]c2c1,7.2,-4,0,-1.8,21,106,108,20,-13
CCCCn1c(C(C)NC(=O)COC)nc2ccccc21 (configuration not stated),0.8,24,-3,-1.2,-2,101,102,-12,-9
Cc1nc(NC(=O)CN(C)S(=O)(=O)c2ccc(Cl)cc2)sc1C,5.4,-32,-6,5.4,-4,98,99,18,3
COc1ccc(NC(=O)CNS(=O)(=O)c2cccs2)cc1,-0.5,33,-7,0.1,-2,97,99,7,-5
Cc1ccc(C(=O)Nc2nc(-c3ccc([N+](=O)[O-])cc3)cs2)o1,0.3,42,-1,-0.1,0,100,102,-2,7
Cc1ccccc1N(CC(=O)NC(C)(C)C)C(=O)CS(=O)CC(=O)Nc1ccc2c(c1)OCO2 (configuration not stated),0.9,-2,-1,0.1,-5,100,105,-6,0
O=C(NC(=S)NCCC1=CCCCC1)c1cncc(Br)c1,-0.3,-5,1,-2.7,0,106,152*,1,-9
Cc1ccc(C(=O)N2CCN(CCNC(=O)C(=O)NCc3ccc(Cl)cc3)CC2)cc1,2.1,-3,6,0.5,-6,100,102,41,1
Cc1ccc(C)c(N(C)S(=O)(=O)c2cccc3nsnc23)c1,-1.3,16,-3,-2.0,0,98,93,-22,2
O=C(NC(=O)c1csnn1)Nc1ccccc1Cl,-0.2,14,1,0.5,-3,102,101,18,-6
O=C(/C=C/c1cccnc1)c1ccc([N+](=O)[O-])cc1,0.9,3,-4,1.4,7,105,100,18,14
CCCC(C(=O)NC(C)(C)C)N(C(=O)c1snc(C(N)=O)c1N)c1ccc2c(c1)OCCO2 (configuration not stated),-1.1,12,-1,-1.0,-7,87,91,4,-9
COC(=O)c1c(NC(=O)COC(=O)Cn2cnc3ccccc32)sc(C)c1C,-0.2,5,-4,-0.5,5,107,104,15,2
N#C/C(C(=O)Oc1ccccc1)=C1/Nc2ccccc2-c2ccccc21,x,-9,-3,x,x,x,x,14,-7
COCCn1c(-c2cc(OC)c(OC)c(OC)c2)nc2oc3ccccc3c(=O)c2c1=O,-0.4,20,-4,0.1,-3,98,101,10,x

# Remaining list, next part:
SMILES,V1R ag counter,NALP1 yeast inh,GalR3 antag,OXTR ag,MEKK2mut PB1 HTS,MEKK2wt PB1 HTS,MEKK3 PB1 HTS,PHOSPHO1 block,GPR7 antagonist
COC(=O)CC1C(=O)NCCN1C(=O)CSc1nc2ccccc2o1 (configuration not stated),-0.3,4,-2,0.5,0,101,104,-35,22*
O=C(CSc1ccccc1)Nc1ccccc1N1CCOCC1,-1.4,6,-4,-1.8,6,104,104,6,-9
CC(=O)c1ccc(OCc2cc(C(=O)N(C)Cc3nc4c(C)cccc4[nH]3)no2)cc1,3.6,9,0,1.4,1,104,103,36,-9
CCCCN(C)CCCNC(=O)c1cc(Nc2ccc(OC)c(OC)c2)nc2ccccc12,0.9,8,-12,-0.2,21,127,111,42,21
CCOc1ccc(NC(=O)CSc2ccccc2N)cc1,-0.4,-12,-3,-2.0,-4,106,102,34,12
O=C(c1cc(Br)c(Br)s1)N1CCN(c2ccccn2)CC1,5.3,8,-5,1.7,-2,94,97,20,-2
Clc1ccc(C2=CSC3=NCCN23)cc1Cl,-0.5,22,-2,1.4,20,120,117,28,-17
CCc1ccccc1NC(=O)Cn1nc(C(F)(F)F)cc1C1CC1,-0.6,6,-6,-1.3,1,101,101,-1,1
COC(=O)c1cc(OC)c(OC)cc1N,0.1,-78,-3,0.1,13,102,102,-20,-4
CC(=O)c1c(C)[nH]c(C(=O)OCC(=O)Nc2ccc([N+](=O)[O-])cc2Cl)c1C,3.8,13,-1,2.6,2,97,101,-2,-3
O=C(CSCc1c(F)cccc1F)Nc1ccccc1,-0.7,2,-8,-1.3,4,106,96,-7,-6
CC(C)C(=O)NC(NCC1CCCO1)C(Cl)(Cl)Cl (configuration not stated),2.1,-5,-3,1.4,14,106,107,55,-14
COc1cc(/C=N\NC(=O)C2COc3ccccc3O2)cc(OC)c1O (configuration not stated),0.8,9,4,1.1,5,110,105,20,3
COc1cccc(/C(O)=C2/C(=O)C(=O)N(c3cc(C)on3)C2c2cccs2)c1 (configuration not stated),0.2,1,-3,-0.8,3,107,105,48,-15
CCC(C)NC(=O)c1ccccc1SC (configuration not stated),-0.9,6,-2,-0.8,-3,99,101,42,1
COc1ccc(CNC(=O)c2c(-c3c(F)cccc3Cl)noc2C)cc1,1.6,3,-7,-1.0,2,105,105,34,-7
CN(C)S(=O)(=O)c1ccc(N2CCCC2)c(C(=O)Nc2nc3ccc(F)cc3s2)c1,0.3,30,3,-1.4,-2,93,97,-14,-8
CC(=O)n1ccnc1,0.0,1,x,-0.7,6,102,101,0,-12
O=c1[nH][nH]cc1C=Nc1ccccc1Cl,0.3,-3,1,0.4,-2,98,98,36,-9
Nn1cc(-c2ccccc2)nc1SCC(=O)NCC(F)(F)F,0.5,3,-2,-1.6,-1,107,124,-43,-2
COc1cc(CCC(=O)OCC(=O)Nc2ncc(Cl)cc2Cl)cc(OC)c1OC,0.5,-2,2,1.1,14,93,98,28,-17
O=C1CS/C(=N/N=C/c2ccccc2OS(=O)(=O)c2ccccc2)N1,0.8,7,-2,-0.7,1,104,108,-3,-4
O=C(c1ccco1)N1CCN(c2ncnc3scc(-c4cccs4)c23)CC1,-0.9,12,x,-0.7,-4,96,99,6,-7
CC1Cc2ccccc2N1C(=O)CSc1nnc2c(n1)[nH]c1ccccc12 (configuration not stated),1.3,-4,-1,-0.5,4,103,99,13,-12
COc1cccc(NC(=O)CN2C(=O)C(c3ccc(C)cc3)=NC23CCCCCC3)c1,-0.6,22,-3,-2.0,12,117,101,2,-7

# 4 of the compounds above, as tab-separated lines.
Structure	V1R ag counter	NALP1 yeast inh	GalR3 antag	OXTR ag	MEKK2mut PB1 HTS	MEKK2wt PB1 HTS	MEKK3 PB1 HTS	PHOSPHO1 block	GPR7 antagonist
O=c1[nH][nH]cc1C=Nc1ccccc1Cl	0.3	-3	1	0.4	-2	98	98	36	-9
Nn1cc(-c2ccccc2)nc1SCC(=O)NCC(F)(F)F	0.5	3	-2	-1.6	-1	107	124	-43	-2
COc1cc(CCC(=O)OCC(=O)Nc2ncc(Cl)cc2Cl)cc(OC)c1OC	0.5	-2	2	1.1	14	93	98	28	-17
O=C1CS/C(=N/N=C/c2ccccc2OS(=O)(=O)c2ccccc2)N1	0.8	7	-2	-0.7	1	104	108	-3	-4

# (more compounds)
SMILES,V1R ag counter,NALP1 yeast inh,GalR3 antag,OXTR ag,MEKK2mut PB1 HTS,MEKK2wt PB1 HTS,MEKK3 PB1 HTS,PHOSPHO1 block,GPR7 antagonist
Cc1cccc(C)c1NC(=O)C1CCCN1C(=O)Nc1cccc(F)c1 (configuration not stated),0.1,0,-5,0.0,2,97,101,28,-19
Cc1cc(C)c2sc(N(CCN(C)C)C(=O)c3ccc4ccccc4c3)nc2c1,0.8,7,-10,0.4,13,128,98,22,0
CCC1(CC)C(=O)N=C2c3ccccc3C(=O)N21,0.8,10,-1,1.0,9,102,102,-10,-4
CCCCCCN(C(=O)CCCCCN1C(=O)NC(c2ccc(C(C)(C)C)cc2)C(C(=O)OCc2ccccc2)=C1C)C(C(=O)NCCCC)c1ccc(OCC(=O)OC)c(C(=O)OC)c1 (configuration not stated),x,-2,x,x,1,92,96,22,x
C[C@@H](NC(=O)CN1C(=O)c2ccccc2S1(=O)=O)c1ccccc1,-0.3,-1,7,0.8,3,95,97,29,-9
CCCn1c(=O)c2ccccc2n2c(SCC(=O)c3ccccc3)nnc12,0.1,10,-8,-1.3,12,114,100,-3,15
CN(C)c1ccc(NC(=O)CCCCCn2nnc3ccccc3c2=O)cc1,-0.4,-32,-8,-1.7,5,110,110,43,-3
NC(=O)C1(N2CCCCC2)CCN(S(=O)(=O)c2ccccc2)CC1,0.1,-1,-2,0.0,0,104,99,15,-9
Cc1ccc(S(=O)(=O)/N=C(\N)c2ccc(Cl)cc2)cc1,x,19,-10,x,-1,101,103,20,-2
Cc1c(C(=O)NCc2cccnc2)sc2ncn(CC(=O)N3CCCCC3C)c(=O)c12 (configuration not stated),x,2,-2,x,3,101,101,4,-11
CN1CCN(CCC(=O)Nc2ccc3c(c2)OCO3)CC1,0.6,17,1,0.4,4,105,104,17,5
COCCCNCCCCOc1ccc(OCc2ccccc2)cc1,8.4,23,-8,11,-2,106,85,41,15
COc1cc(NC(=O)c2ccc(Cl)cc2)c(OC)cc1Cl,-1.6,35,0,-1.1,4,111,107,3,-4
CN1N=C(C(=O)N2CCc3c([nH]c4ccccc34)C2c2ccccc2Cl)CCC1=O (configuration not stated),1.7,7,-2,3.7,-5,95,95,48,4
CCOC(=O)C(=O)N1CCN(c2nc(-c3ccc(Cl)cc3)cs2)CC1,0.9,9,-7,0.4,2,104,103,-2,-10
C=CCN1C(=O)/C(=C2/Sc3ccccc3N2C)SC1=Nc1c(C)n[nH]c1C,-0.9,27,x,-1.9,-9,90,88,0,-6
Cn1c(SCC(=O)NC2CC2)nnc1C1CC1,1.6,2,0,0.2,7,111,106,14,-1
Cc1ccc(S(=O)(=O)c2nc(-c3ccco3)oc2SCC(N)=O)cc1,-0.5,-2,-5,0.9,9,104,103,27,-3
Cc1c(C)c2c(OCC(=O)N[C@@H](C(=O)O)c3ccccc3)cc3c(c2oc1=O)CCC(C)(C)O3,0.0,13,-7,0.2,1,101,102,19,-4
O=C1CCCCCN1CP(=O)(O)CN1CCCCCC1=O,-0.3,9,-4,-0.3,11,105,106,-17,-11
CCOC(=O)c1ccc2c(c1)N(CC)C(=O)c1ccccc1S2,-0.4,15,x,-2.4,-1,98,100,-29,16
Cc1ccc2c(c1)N(CC(=O)N1CCN(c3nc4ccccc4s3)CC1)C(=O)C(C)O2 (configuration not stated),-0.2,17,-9,-1.1,2,100,105,2,4
Cc1ccc(CNC(=O)Nc2ccccc2)c(C)c1,-1.3,18,-5,1.2,0,96,97,8,-8
Cc1c(NC(=S)N/N=C/c2ccc(O)cc2)c(=O)n(-c2ccccc2)n1C,0.5,0,-6,1.5,0,102,108,-5,1
